Source: PubChem BioAssay
TDP1 block – TDP1 (human) enzyme inhibition; recombinant TDP1, AlphaScreen DNA substrate cleavage; Potency, µM (top dose mostly 130 µM), inactives show at the top dose activity change, negative = inhibition, most hits filed as inhibitors; actives 0.28% (n = 350,000); AID 485290; further: nearly all actives have a fitted effect of over 40% in size
Target sequence (Q9NUW8 whole entry, looked up): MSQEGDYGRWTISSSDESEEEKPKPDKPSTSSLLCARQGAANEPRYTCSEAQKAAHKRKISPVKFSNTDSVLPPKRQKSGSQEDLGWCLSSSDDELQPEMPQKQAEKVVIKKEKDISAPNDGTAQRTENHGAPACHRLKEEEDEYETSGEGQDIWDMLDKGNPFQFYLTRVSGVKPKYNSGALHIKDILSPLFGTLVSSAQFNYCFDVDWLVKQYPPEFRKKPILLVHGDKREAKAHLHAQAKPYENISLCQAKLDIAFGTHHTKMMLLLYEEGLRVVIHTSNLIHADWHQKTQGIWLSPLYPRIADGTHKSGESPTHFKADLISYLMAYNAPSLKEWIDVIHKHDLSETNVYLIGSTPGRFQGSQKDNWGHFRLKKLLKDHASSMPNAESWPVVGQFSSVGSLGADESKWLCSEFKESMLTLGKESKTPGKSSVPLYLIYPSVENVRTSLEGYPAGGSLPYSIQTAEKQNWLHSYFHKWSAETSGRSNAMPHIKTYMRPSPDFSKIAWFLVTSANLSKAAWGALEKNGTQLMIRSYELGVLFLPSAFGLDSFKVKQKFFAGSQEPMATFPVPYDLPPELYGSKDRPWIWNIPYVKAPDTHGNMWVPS
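Here, a 5' biotin and 3' phosphotyrosine-FITC DNA oligonucleotide reports Tdp1 activity: intact substrate bridges AlphaScreen beads, while cleavage leaves a 3' phosphate and drops signal. All incubations at room temperature.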
DT40 TDP1 no CPT – qHTS for Inhibitors of human tyrosyl-DNA phosphodiesterase 1 (TDP1): qHTS in cells in absence of CPT; DT40 Tdp1-/- hTDP1 cells, no CPT, ATP luminescence, 48 h; Potency, µM (doses to about 46.2 µM), for inactives: at the top dose activity change, negative = growth inhibition, usual class: inhibitors; actives 15% (n = 420,000); further: nearly all actives have a fitted effect of over 55% in size
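A cellular qHTS used chicken DT40 cells lacking endogenous Tdp1 but carrying stably transfected human TDP1. Compounds were applied without camptothecin, and cell growth kinetics were judged by ATP-dependent luminescence after ≥48 hr.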
N370S GC – inhibits or activates N370S mutant glucocerebrosidase. P04062. N370S GC spleen homogenate, 4MU-glucoside fluorescence. Potency, µM (titrated, usually from 59.4 µM), for inactives: at the highest dose activity change, negative = inhibition, actives largely listed as inhibitors. actives 0.092% (n = 330,000);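 further: 0% = full enzyme activity and -100% = no enzyme basal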
Starred values were filed as active, the others as inactive; ? = inconclusive; / = not tested or not shown; & = joins results of further samples; [ ] = remark or other dose. The call rests on the fitted dose curve; in most records, active means well fitted curve in the direction sought with a large enough effect; inconclusive means small, poorly fitted or top-dose-only effect, or another doubt; inactive means no such curve, though single readings can be large; an effect the other way counts as inactive or inconclusive. Unless noted, on the % scale 0 is the no-effect control and ±100 the full control effect; potency means the concentration at half of the fitted maximal effect. A portion of the library; rates above refer to the full screens.

SMILES	TDP1 block	DT40 TDP1 no CPT	N370S GC
COC(=O)c1nccnc1C(=O)Nc1ccccc1N1CCOCC1	2%	-3%	4%
[O-][n+]1onc2c1CCC1N(O)C(c3ccccc3)CC21O (stereo not given)	-4%	8%	1%
O=C(Cc1cccs1)N/N=C/c1ccccn1	1%	-19%	4%
COc1ccc(-c2csc3ncnc(N4CCN(c5ccc(OC)cc5)CC4)c23)cc1	10%	13µM*	0%
CSc1cccc(NS(=O)(=O)c2cccc3nsnc23)c1	3%	-15%	3%
COc1cccc(CNC(=O)CC2C(=O)NCCN2Cc2ccoc2)c1OC (stereo not given)	6%	-8%	-19%
O=C(COC(=O)/C=C/c1ccc(Cl)cc1)NC1CCCC1	1%	?	/
COC(=O)c1c(C)oc2ccc(NS(=O)(=O)c3cccs3)cc12	6%	-57%	-11%
CC(OC(=O)c1cccs1)C(=O)Nc1nc(-c2ccccc2)cs1 (stereo not given)	2%	?	2%
COc1ccc(CNC(=O)C2CCN(S(=O)(=O)N3CCC4(CC3)OCCO4)CC2)c(OC)c1	0%	-26%	-8%
CC1(C)Cc2c(cnn2-c2ccccc2)C(NC(=O)c2ccc[n+]([O-])c2)C1 (stereo not given)	7%	-13%	-22%
CC1(C)CC(NS(=O)(=O)c2ccc(F)cc2)CC(C)(C)N1	/	-26%	-5%

Brought forward from above: 4 compounds; new compounds follow.
SMILES	TDP1 block	DT40 TDP1 no CPT	N370S GC
CC(OC(=O)c1cccs1)C(=O)Nc1nc(-c2ccccc2)cs1 (stereo not given)	2%	?	2%
COc1ccc(CNC(=O)C2CCN(S(=O)(=O)N3CCC4(CC3)OCCO4)CC2)c(OC)c1	0%	-26%	-8%
CC1(C)Cc2c(cnn2-c2ccccc2)C(NC(=O)c2ccc[n+]([O-])c2)C1 (stereo not given)	7%	-13%	-22%
CC1(C)CC(NS(=O)(=O)c2ccc(F)cc2)CC(C)(C)N1	/	-26%	-5%
O=C(c1ccccc1)N1CCN(Cc2ccccc2Br)CC1	2%	-33%	1%
Cc1[nH]n(-c2ccccc2)c(=O)c1-c1ccccc1	-2%	-17%	4%
Cc1ccc(N(CCC(=O)NC(C)(C)C)S(=O)(=O)c2ccc(C)cc2)cc1	-5%	-22%	2%
CCOC(=O)c1c(NC(=O)CCl)sc(C(=O)N(CC)CC)c1C	1%	13µM*	11%
COc1ccc(C)cc1-n1nnc(C(=O)Nc2cccc(SC)c2)c1C	0%	?	/
Clc1ccc(Nc2ncnc3c2nnn3Cc2ccccc2)cc1	-7%	-17%	-12%
CCCCn1c(SCC(=O)OCC)nc2c(sc(=S)n2-c2ccccc2OC)c1=O	/	-29%	-18%
C[C@H]1CN=C(Nc2ccccc2)N1CCCC1CCCC1	/	16µM*	-3%
COc1ccc2c(c1)C(=O)N(c1ccc(C)cc1C)C(=O)C2(C)C	0%	?	5%
CC(NC(=O)Nc1nnc(C(F)(F)F)s1)N1C(=O)C2C3C=CC(C3)C2C1=O (stereo not given)	4%	-22%	0%
CN1CCN(C(=O)/C=C/c2ccc3c(c2)OCO3)CC1	-5%	2%	6%
Cn1nnnc1Sc1ccc([N+](=O)[O-])cc1Cl	-5%	-9%	2%

Just N370S GC, for 2 of the compounds above:
compound	N370S GC
CCCCn1c(SCC(=O)OCC)nc2c(sc(=S)n2-c2ccccc2OC)c1=O	-18%
COc1ccc2c(c1)C(=O)N(c1ccc(C)cc1C)C(=O)C2(C)C	5%

(list continues)
SMILES	TDP1 block	DT40 TDP1 no CPT	N370S GC
CC1(C(=O)O)CCC(C(=O)N2CCCCC2)C1(C)C (stereo not given)	0%	0%	27%
CC1CCCCN1C(=O)CCn1c(=S)oc2ccccc21 (stereo not given)	6%	-7%	-1%
COCCNC(=S)NNc1cccc(C(=O)O)c1	-1%	?	-6%
COc1ccc(NC(=O)c2oc3ccccc3c2NC(=O)c2cc(C)cc(C)c2)c(OC)c1	-1%	-29%	/
O=C(Cc1ccccc1)Nc1cccc(C(=O)N/N=C/c2ccco2)c1	8%	-24%	2%
CCOC(=O)Cn1c(=O)oc2cc(S(=O)(=O)N3CCCC(C)C3)ccc21 (stereo not given)	5%&5%	21%&-8%	4%
CCc1ccc(NC(=O)CSc2nc(=O)n(CCN(C)C)c3c2CCCC3)cc1	4%	?	-4%
CCc1ccccc1-n1nnc(-c2ccccc2)n1	/	1%	1%
COc1ccccc1NC(=O)C(=O)NCC1CCCN1S(=O)(=O)c1cccs1 (stereo not given)	-4%[0.505 µM]	?	-2%
COc1ccc(-c2noc(CN3CCN(c4ccccc4)CC3)n2)cc1	4%	-22%	3%
COc1cc(/C=C/C(=O)OCC(=O)Nc2cccc(Oc3ccccc3)c2)ccc1O	1%	?	5%
O=C(COC(=O)C1=NNC(=O)CC1)NCCc1ccccc1	/	-33%	-10%

Three entries out of the list, ordered by length of the SMILES, low to high:
SMILES	TDP1 block	DT40 TDP1 no CPT	N370S GC
CC1CCCCN1C(=O)CCn1c(=S)oc2ccccc21 (stereo not given)	6%	-7%	-1%
O=C(Cc1ccccc1)Nc1cccc(C(=O)N/N=C/c2ccco2)c1	8%	-24%	2%
COc1ccccc1NC(=O)C(=O)NCC1CCCN1S(=O)(=O)c1cccs1 (stereo not given)	-4%[0.505 µM]	?	-2%

Pulled one by one from above (5):
SMILES	TDP1 block	DT40 TDP1 no CPT	N370S GC
O=C(Cc1ccccc1)Nc1cccc(C(=O)N/N=C/c2ccco2)c1	8%	-24%	2%
CC1(C(=O)O)CCC(C(=O)N2CCCCC2)C1(C)C (stereo not given)	0%	0%	27%
CCOC(=O)Cn1c(=O)oc2cc(S(=O)(=O)N3CCCC(C)C3)ccc21 (stereo not given)	5%&5%	21%&-8%	4%
COc1ccc(-c2noc(CN3CCN(c4ccccc4)CC3)n2)cc1	4%	-22%	3%
CC1CCCCN1C(=O)CCn1c(=S)oc2ccccc21 (stereo not given)	6%	-7%	-1%

More compounds follow.
SMILES	TDP1 block	DT40 TDP1 no CPT	N370S GC
COc1ccc(NS(=O)(=O)c2cccc3cccnc23)cc1	5%	-17%	8%
O=C(Cc1ccccc1)NC1CC(=O)N(c2ccc3c(c2)OCCO3)C1 (stereo not given)	3%	5%	/
Cc1sc2nc(C(C)Sc3nnc(C)n3-c3ccccc3)[nH]c(=O)c2c1C (stereo not given)	5%	/	4%
CCOC(=O)Nc1ccc(OCc2nnc3c4ccccc4c(C)nn23)cc1	1%	?	13%
Cc1cc(C)c(OCC(=O)OCC(=O)N(C)C2CCS(=O)(=O)C2)c(C)c1 (stereo not given)	0%	-3%	1%
COc1ccc(NC(=O)c2cc(S(=O)(=O)N3CCCC3)c[nH]2)cc1	/	-20%	28%
COc1ccc2c(c1)c(C(=O)N/N=C/c1cn(C)c3ccccc13)c(C)n2C	/	?	-1%
COc1cc2c(cc1OC)CN(C(=O)c1ccc(OC)c(S(=O)(=O)N3CCOCC3)c1)CC2	8%	-9%	-1%
CN1C(=O)NC(c2ccccc2)(C(F)(F)F)S/C1=C(/C#N)c1nnc(N2CCOCC2)n1-c1ccccc1 (stereo not given)	3%	-4%	-11%
COC(=O)c1ccc(CNC(=O)COC(=O)/C=C/c2ccc(OC)c(OC)c2)cc1	-1%	-27%	/
c1ccc(CCc2nc(-c3ccncc3)no2)cc1	7%	?	1%
CCn1c(=O)c2c(O)cc(=O)oc2c2ccccc21	-9%	7%	-2%
CCCC(=O)NC(=S)Nc1cccc(Cl)c1N1CCCC1	5%	?	-3%
CC12CC(NC(=O)N1c1ccc(C(=O)N3CCN(c4ccc(F)cc4)CC3)cc1)c1ccccc1O2 (stereo not given)	6%	?	4%
CCOC(=O)C1(CCc2ccccc2)CCN(Cc2ccc(O)cc2)CC1	4%	21µM*	-21%
Cc1cccc2cc(C#N)c(SCC(=O)N3CC(=O)Nc4ccccc43)nc12	5%	2.1µM*	5%
CC(C)C(NS(=O)(=O)c1cccc2nsnc12)C(=O)Nc1nccs1 (stereo not given)	/	7%	5%
COc1ccc(-c2nnc(N)s2)cc1	6%	-14%	-2%
Cc1nc2nc3c(cn2n1)C(=O)CC(C)(C)C3	3%	12%	0%
COc1ccc(/C=N/N=C2\SC(CC(=O)O)C(=O)N2c2ccccc2)cc1 (stereo not given)	4%	-13%	3%
CN(C)CCCN(C(=O)c1ccc(Br)s1)c1nc2cc3c(cc2s1)OCCO3	/	?	-26%
Cc1ccc2c(c1)CCCN2C(=O)c1ccc2c(c1)OCO2	3%	?	6%
COc1ccccc1OCc1ccc(C(=O)NN)o1	7%	5%	-3%
CC(C)(C)OC(=O)C(Cc1ccc(OC(C)(C)C)cc1)NC(=O)CNC(=O)CNC(=O)OCc1ccccc1 (stereo not given)	5%	?	2%
Cc1ccc(C(=O)CN(CCCC(N)=O)C(=O)c2ccncc2)cc1	-3%	8%	-7%
CCCN(Cc1nnc(-c2cccs2)o1)C(=O)CN1C(=O)NC2(CCCCC2C)C1=O (stereo not given)	4%	-2%	/
COc1ccc(C2=Nc3ccc(C)cc3C(c3ccccc3)N2CC(=O)NN)cc1 (stereo not given)	8%	?	2%
Cn1nnnc1SCC(=O)N1CCN(c2cccc(Cl)c2)CC1	3%	?	3%
C=C(C)Cn1c(CCNC(=O)CCC)nc2ccccc21	7%	?	1%
COc1ccc(S(=O)(=O)N2CCC(C(=O)NCc3ccc(C)cc3)CC2)cc1	/	-28%	0%
COc1ccc(CN2CCN(C(=O)CN3C(=O)C4C5C=CC(C5)C4C3=O)CC2)c(OC)c1OC (stereo not given)	2%	?	4%
NC(=O)c1ccc(N2CCN(c3ccccc3F)CC2)c([N+](=O)[O-])c1	5%	?	4%
COc1ccc(NC(=O)CSc2nncc3ccccc23)cc1	5%	-23%	9%
CC(C)COc1ccc(C(=O)NC(CC(C)C)C(=O)O)cc1 (stereo not given)	3%	-3%	-3%
O=C1CCCc2c1cnc1ncnn21	5%	6%	6%
COC(=O)c1cccc2c1NC(=O)C2=O	3%	21µM*	-3%
CC(C)(O)C#Cc1ccc(C(=O)N2CCCC(CNS(=O)(=O)c3cccs3)C2)o1 (stereo not given)	7%	-1%	1%
CC(Oc1ccccc1F)C(=O)Nc1ccc(-c2nc3ccccc3s2)cc1 (stereo not given)	3%	-26%	/
O=c1c(N2CCCCC2)coc2ccccc12	-11%	-6%	0%
Cc1cc(SCC(=O)NC2CCCCC2)nc2ccccc12	4%	-2%	?
O=C(NCC1CCCO1)c1ccc(CS(=O)(=O)c2ccc(Cl)cc2)o1 (stereo not given)	2%	-1%	-6%
Fc1ccc(Cn2nnnc2C(c2cccs2)N2CCN(C3CCCCC3)CC2)cc1 (stereo not given)	-2%	16µM*	-9%
CCCCCCOc1ccc(/C=c2\s/c(=C(/C#N)C(=O)NCc3ccco3)n(-c3ccccc3)c2=O)cc1	6%	6.5µM*	-2%
CCOc1ccccc1C1CC(=O)Nc2cc3c(cc21)OCCO3 (stereo not given)	4%	0.52µM*	5%
CCCn1c(=O)c2c(nc3n2CCCN3CCc2ccccc2)n(C)c1=O	/	?	-5%
O=C(Nc1ccc(F)cc1F)c1ccccc1NC(=O)C1CC=CCC1C(=O)O (stereo not given)	2%	?	0%
COC(=O)c1ccc(C2C(C(=O)OC(C)C)=C(C)N=C3SCCC(=O)N32)cc1 (stereo not given)	2%	/	7%
CCCOc1ccc(-c2c(C(=O)N/N=C(\C)c3cccnc3)nnn2-c2nonc2N)cc1	-5%	23%	-9%
O=C(CSc1nncs1)N1CCN(C(=O)c2ccco2)CC1	/	0%	-3%
C=CC(=O)Nc1cccc(Oc2cc(Cl)nc3[nH]ccc23)c1	1%	?	/
Cc1cc(C)cc(Oc2coc3cc(O)ccc3c2=O)c1	/	4%	23%
CC(=O)c1cccc(NC(=O)CC2Oc3ccc(C)cc3NC2=O)c1 (stereo not given)	1%	?	-20%
Cn1c(CNC(=O)CNS(=O)(=O)c2ccc(F)cc2F)cc(=O)n(C)c1=O	2%	26%	-1%
CC(C)CNC(=O)COC(=O)c1cc(S(=O)(=O)N2CCCCC2)ccc1N1CCOCC1	6%	-16%	6%
Cc1c(C(=O)N2CCOCC2)[nH]c2c1C(=O)CC(c1ccccc1Cl)C2 (stereo not given)	2%	4.1µM*	-4%
O=C(Cn1ncc2c3ccccc3n(Cc3cccc(Cl)c3)c2c1=O)NCCCN1CCCCC1	5%	-14%	/
COC(=O)c1[nH]c2ccc(C)cc2c1NC(=O)CN1CCc2cc(OC)c(OC)cc2C1	3%	23µM*	-7%
Fc1ccc(-c2nnc(CN3CCN(c4ncc(C(F)(F)F)cc4Cl)CC3)o2)cc1	-1%	15µM*	2%
CCCOC1CCCN(C(=O)c2cc(COc3ccc(-n4cncn4)cc3)on2)C1 (stereo not given)	2%	?	-7%
O=C1C=C(/C=C/c2ccccc2)C[C@@H](c2ccc(F)cc2)C1	2%	?	/
CCNC(=O)n1cc(-n2cncn2)c(-c2ccc(Cl)cc2)n1	4%	-23%	-5%
COc1ccc(C)cc1NC(=O)c1cc(-c2ccccc2)nc2c1cnn2C(C)C	-1%	?	/
